Compound activity as filed in PubChem BioAssay.
POLB inh: DNA polymerase beta (human) inhibition; 340,000 compounds, 1.3% hits; AID 485314; Pol beta primer extension/strand displacement, fluorescence kinetic; P06746; Potency, µM (series often up to 114 µM), for inactives: top-dose activity change, negative = inhibition, actives largely listed as inhibitors; note: potency is the fitted concentration of half-maximal effect; % is set by controls: 0 for no effect and ±100 for the full control effect
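Reaction started by 50 nM substrate onto compound-treated Pol beta (10 nM, 15 min preincubation, room temperature); plates read at 0 min and 10 min. Normalized concentration-effect data fitted by four-parameter Hill equation.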
APE1 inh: APE1 (human) endonuclease inhibition; recombinant APE1, TAMRA/BHQ-2 abasic DNA cleavage fluorescence; 350,000 compounds, 0.35% hits; Potency, µM (doses to about 65.8 µM), for the others: at the highest dose activity change, negative = inhibition, usual class: inhibitors; AID 2517;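 note: potency is the fitted concentration of half-maximal effect; plate controls were vehicle for no effect and reference inhibitor for full effect; nearly all actives have a fitted effect of over 55% in size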
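0.75 nM APE1 + cpd, 15 min RT; start w/ 50 nM TAMRA/BHQ-2 THF-abasic dsDNA; kinetic fluor 525/598 nm ×3 reads @60 s; Δ(read3−read1); normalized to DMSO and NSC13755 control wells.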
Tb PGK inh: inhibitors of T. brucei phosphoglycerate kinase; P07378; PGK/GAPDH coupled, Kinase-Glo luminescence, 60 min; Potency, µM (series often up to 57.5 µM), without a hit: top-dose activity change, negative = inhibition, actives largely listed as inhibitors; 380,000 compounds, 0.043% hits; note: potency is the fitted concentration of half-maximal effect; % is set by controls: 0 for no effect and ±100 for the full control effect; nearly all actives have a fitted effect of over 60% in size
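Luminescent ATP detection (Kinase-Glo Plus) follows a 60-minute room-temperature incubation, with wells lacking PGK as controls. Buffer: 100 mM TEA (pH 7.6), 5 mM MgCl2, 0.01% Tween-20. Coupling enzyme GAPDH (100 nM final) supplies unstable 1,3-BPG in-well.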
RXFP1 antagonist: antagonists of human relaxin receptor RXFP1 | activity change, negative = inhibition, % at 57.5 µM | HEK293-RXFP1, relaxin-stimulated cAMP HTRF, 30 min; stronger effect = lower value | 350,000 compounds, 0.59% hits | AID 1259400;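 active = activity change of -60% or lower, but not beyond a set lower limit; inconclusive = change between -60% and -40%, or beyond the set limit; inactive = change above -40%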; note: % is set by controls: 0 for no effect and ±100 for the full control effect
Pol kappa inh: inhibitors of human DNA polymerase kappa. Potency, µM (highest dose often 107 µM), without a hit: at the highest dose activity, negative = inhibition, actives largely listed as inhibitors. AID 588579. Q9UBT6. 400,000 compounds, 0.53% hits. purified Pol kappa, fluorescent DNA synthesis assay, 10 min; note: potency is the fitted concentration of half-maximal effect; % is set by controls: 0 for no effect and ±100 for the full control effect
Target sequence (Q9UBT6 whole entry, looked up): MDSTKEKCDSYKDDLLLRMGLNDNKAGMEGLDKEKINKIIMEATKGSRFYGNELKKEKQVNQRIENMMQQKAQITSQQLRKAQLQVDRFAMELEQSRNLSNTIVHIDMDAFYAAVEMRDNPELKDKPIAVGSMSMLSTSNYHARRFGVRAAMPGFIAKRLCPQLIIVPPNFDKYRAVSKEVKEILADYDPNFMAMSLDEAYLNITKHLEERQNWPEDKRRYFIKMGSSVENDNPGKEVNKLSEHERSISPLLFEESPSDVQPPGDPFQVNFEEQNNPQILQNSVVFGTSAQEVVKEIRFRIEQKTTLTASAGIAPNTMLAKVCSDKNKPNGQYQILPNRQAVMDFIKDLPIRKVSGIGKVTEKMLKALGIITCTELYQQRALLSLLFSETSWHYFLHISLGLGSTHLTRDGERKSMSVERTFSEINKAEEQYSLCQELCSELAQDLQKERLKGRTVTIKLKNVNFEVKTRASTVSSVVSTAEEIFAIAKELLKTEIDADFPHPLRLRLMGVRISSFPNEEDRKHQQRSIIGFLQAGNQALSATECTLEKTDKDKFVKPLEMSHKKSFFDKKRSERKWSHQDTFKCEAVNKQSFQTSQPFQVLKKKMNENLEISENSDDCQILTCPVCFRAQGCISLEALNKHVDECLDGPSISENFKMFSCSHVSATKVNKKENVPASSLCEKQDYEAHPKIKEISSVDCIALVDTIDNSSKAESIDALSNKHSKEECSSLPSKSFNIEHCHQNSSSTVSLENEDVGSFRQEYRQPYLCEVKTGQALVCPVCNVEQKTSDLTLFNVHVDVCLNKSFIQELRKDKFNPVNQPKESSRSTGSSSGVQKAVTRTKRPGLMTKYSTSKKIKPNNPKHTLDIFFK
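Readout: fluorescence, taken kinetically at 0 and 10 min. Conditions: 10 nM Pol kappa, 15 min RT compound preincubation, 50 nM substrate final. Controls: enzyme-free buffer wells.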
BLM inh: inhibitors of human Bloom syndrome helicase BLM; Potency, µM (series often up to 56.1 µM), without a hit: top-dose activity change, negative = inhibition, most hits filed as inhibitors; P54132; 350,000 compounds, 0.2% hits; recombinant BLM DNA unwinding, fluorescence dequenching;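 note: potency is the fitted concentration of half-maximal effect; plate controls were vehicle for no effect and no enzyme for full effect; nearly all actives have a fitted effect of over 35% in size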
Pol eta inh: blocks human DNA polymerase eta activity | recombinant Pol eta, fluorescent DNA replication assay | Potency, µM (titrated, usually from 114 µM), for the others: top-dose activity change, negative = inhibition, most hits filed as inhibitors | 390,000 compounds, 1.2% hits | AID 588591; note: potency is the fitted concentration of half-maximal effect; % is set by controls: 0 for no effect and ±100 for the full control effect
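Pol eta (10 nM) was preincubated with compounds for 15 min at room temperature, after which fluorescent replication substrate (50 nM final) was added to start the reaction. Fluorescence was read kinetically at 0 and 10 min.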
Pol iota inh: inhibitors of human DNA polymerase iota | Pol iota fluorescent replication assay, 10 min | Potency, µM (top dose mostly 115 µM), inactives show top-dose activity, negative = inhibition, usual class: inhibitors | 390,000 compounds, 1% hits; note: potency is the fitted concentration of half-maximal effect
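Fluorescent replication assay read twice, at 0 min and 10 min after adding 50 nM (final) substrate. Enzyme (10 nM) and compounds were first incubated 15 min at room temperature; enzyme-free buffer wells were negative controls.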
Apoferritin bind: candidate novel general anesthetic via apoferritin binding | apoferritin/1-aminoanthracene competitive binding, fluorescence | Potency, µM (series often up to 77.5 µM), inactives show top-dose activity change, negative = displacement, hits mostly inhibitors | 350,000 compounds, 0.074% hits; note: potency is the fitted concentration of half-maximal effect; % is set by controls: 0 for no effect and ±100 for the full control effect; nearly all actives have a fitted effect of over 20% in size
Target sequence (P02791 2-175 limits assumed): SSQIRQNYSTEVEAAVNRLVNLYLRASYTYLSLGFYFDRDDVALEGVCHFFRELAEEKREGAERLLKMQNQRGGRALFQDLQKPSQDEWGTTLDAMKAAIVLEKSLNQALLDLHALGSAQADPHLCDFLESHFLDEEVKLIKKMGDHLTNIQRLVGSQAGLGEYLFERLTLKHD
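Read-out: endpoint 1-AMA fluorescence, excitation 380 nm and emission 535 nm, after compounds sit 10 min at room temperature with 10 uM horse-spleen apoferritin in 50% saturated 1-AMA/PBS. Values come from four-parameter Hill fits.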
* hit, by the source's call; i = inactive; u = inconclusive; x = no result given; & = joins results of further samples; [ ] = another dose, or the depositor's remark. Unless noted, calls come from the whole dose curve; as a rule, active = well fitted curve in the direction sought with a large enough effect; inconclusive = small, poorly fitted or top-dose-only effect, or another doubt; inactive = no such curve, though single readings can be large; an effect the other way counts as inactive or inconclusive.

Structure	POLB inh	APE1 inh	Tb PGK inh	RXFP1 antagonist	Pol kappa inh	BLM inh	Pol eta inh	Pol iota inh	Apoferritin bind
CNC(=S)N1CCC(c2nc3ccccc3s2)CC1	29%	20%	3%	5	0%	4%	5%	9%	-3%
CC1(C)CC(=O)C(C(c2cc([N+](=O)[O-])ccc2Cl)C2C(=O)CC(C)(C)CC2=O)C(=O)C1	x	x	10%	-21	-5%	x	-10%	22%	x
CCc1ccc(-c2nn(CC(=O)Nc3ccccc3C)c3c2cnc2ccc(C)cc23)cc1	2%	x	-6%	-4	-11%	-4%	-9%	2%	-5%
CC(C)(C)c1ccc(/C=N/Nc2cccc(C(=O)O)c2)cc1	28%	-8%	-3%	1	-8%	-2%	20%	-5%	-15%
CCC(=O)Nc1cccc(C(=O)Nc2nccs2)c1	-19%	14%	i	-9	-21%	-5%	5%	113%[activator]	-6%
O=C(COc1ccc(Br)cc1Br)NN1C(=O)c2ccccc2C1=O	x	x	9%	u	0%	x	-2%	-22%	x
O=[N+]([O-])C(=C1Nc2ccccc2N1)/C(Cl)=C(/Cl)Br	2%	-7%	x	8	-6%	-6%	-3%	u	-15%
CCCN(CCC)CCCNC(=O)Cn1cnc2sc(C)c(S(=O)(=O)N3CCCCC3)c2c1=O	42%&12%	16%	-5%&-4%	-7&-3	0%&-24%	0%&1%	-7%&-12%	-5%&1%	-4%&6%
O=C(CSc1nnnn1C1CCCCC1)Nc1ccc2c(c1)OCO2	-1%	-4%	x	-9	-2%	-1%	-9%	13%	-7%
CCCCCCCNC(=O)C1(CC2CC(c3ccc(Cl)cc3)=NO2)CCN(C(=O)C2(C)CC2)CC1 (stereo not given)	-7%	20%	-1%	x	-4%	-8%	-13%	23%	4%
COc1c(C=O)c(CCN(C)C(=O)c2ccc(F)cc2)cc2c1OCO2	31%	20%	-6%	12	-10%	2%	-17%	150%[activator]	7%
Cc1ccc(S(=O)(=O)N2CCOCC2)cc1C(=O)NC1CCCCC1	-19%	9%	-7%	-1	-23%	-1%	-4%	5%	-6%
Cc1ccc(C)n1-c1ccc(C(=O)NCC2CCCO2)cc1 (stereo not given)	40µM*	3%	9%	0	-13%	-4%	u	u	-12%
COc1ccc(-c2nc(SC(C)C(=O)c3c(N)n(C)c(=O)n(C)c3=O)n[nH]2)cc1 (stereo not given)	x	15%	11%	-6	-12%	x	-5%	8%	x
COc1cc(C(=O)N2CCN(c3ccccc3Cl)CC2)ccc1OCC(=O)N1CCOCC1	x	6%	-8%	0	-2%	x	-21%	10%	x
CCCn1c(SCC(=O)Nc2cc(S(=O)(=O)N3CCCCC3)ccc2C)n[nH]c1=O	x	12%	i	-1	-3%	x	-4%	15%	x
Cc1sc(N/N=C/c2cccnc2)nc1-c1ccccc1	1%	-3%	i	u	-4%	-4%	-1%	11%	u
Cc1ccc(-c2cn(-c3ccccc3)c(SCC(=O)NC3CCS(=O)(=O)C3)n2)cc1C (stereo not given)	u	1%	i	-20	-5%	-5%	-16%	12%	-22%
O=C1CCC(CCc2nc3ccccc3[nH]2)(c2ccccc2)C(=O)N1 (stereo not given)	x	x	4%	-8	-3%	x	-19%	20%	x
Fc1ccc(-n2c(Cc3cccs3)n[nH]c2=S)cc1Cl	-1%	-3%	i	-5	7%	1%	-19%	12%	-4%

Next section.
Structure	POLB inh	APE1 inh	Tb PGK inh	RXFP1 antagonist	Pol kappa inh	BLM inh	Pol eta inh	Pol iota inh	Apoferritin bind
CCOc1ccc(NC(=O)CSc2nc3ccccc3c(=O)n2Cc2cccs2)cc1	14%	1%	-1%	x	-2%	-4%	1%	22%	-6%
Cc1ccnc(NS(=O)(=O)c2ccc(NC(=O)c3ccc(Br)o3)cc2)n1	u	0%	4%	-6	-17%	2%	-1%	131%[activator]	-17%
CC(=O)c1cccc(NC(=O)CN2C(=O)COc3ccc(Cl)cc32)c1	13%	-2%	x	-2	-4%	-8%	-10%	u	-4%
CCC(C(=O)NCc1ccco1)n1nc(-c2ccc(OC)cc2)ccc1=O (stereo not given)	45µM*	-10%	-9%	-17	u	-22%	u	u	u
CCc1ccccc1NC(=O)N1CC(CC)Oc2ccc(Cl)cc21 (stereo not given)	-2%	x	i	-21	-10%	-6%	6%	-3%	u
CC(C)(C)c1ccc(-c2cc(N)n[nH]2)cc1	28%	12%	3%	-24	-24%	1%	-20%	17%	u
CCOP(=O)(OCC)C(C)(C)NC(=O)c1cc([N+](=O)[O-])cc([N+](=O)[O-])c1	-1%	6%	-8%	7	5%	1%	-6%	5%	-3%
CCC(=O)OCC(=O)N=c1sccn1Cc1ccccc1Cl	0%	-3%	0%	-7	-5%	-4%	-16%	6%	-9%
CSCCC(NC(=O)c1ccc(Cl)cc1Cl)C(=O)N1CCCCCCC1 (stereo not given)	x	16%	-7%	1	-10%	x	-12%	22%	x
CCCOC(=O)C1=C(C)N(C)C(=O)NC1c1cc2c(cc1[N+](=O)[O-])OCO2 (stereo not given)	u	-7%	-5%	-4	79µM*	-23%	-8%	4.5µM*	-10%
N#Cc1nc(-c2ccco2)oc1N1CCC(Cc2ccccc2)CC1	2%	5%	-7%	-8	-8%	-5%	-16%	-15%	95%[activator]
C1CSC2(N1)C1CC3CC(C1)CC2C3 (stereo not given)	30%	18%	i	-6	-8%	2%	-1%	4%	u
O=C(CN1C(=O)CSc2ccccc21)N/N=C/c1ccco1	-10%	-1%	0%	-10	-6%	-2%	-24%	38%[activator]	4%
O=C(Nc1cc(C(F)(F)F)ccc1N1CCCC1)C1=COCCO1	x	-21%	8%	-23	-3%	x	-8%	100%[activator]	x
CCC(C(=O)NCCc1ccc(C)cc1)n1nc(C)c2c(C)n(-c3ccccc3)nc2c1=O (stereo not given)	0%	42%	-9%	-7	5%	-1%	-7%	16%	u
C/C(=N\NC(=O)c1ccccc1)c1nc2ccccc2n1C	13%	1%	i	-3	-4%[60.1 µM]	5%	-13%	-8%	-7%
CC(C)CCNC(=O)CCC(=O)NNc1nc2ccccc2c2nc(-c3ccccc3)nn12	-4%&1%	-2%	-4%&6%	-10	0%&-9%	-9%&1%	-8%&-6%	31%&142%[activator]	-2%&-10%
COc1cc(Cl)c(C)cc1NC(=O)Cn1ncc2c3ccccc3n(Cc3ccccc3)c2c1=O	7%	x	i	5	-12%	-2%	-7%	-3%	0%
Clc1ccc(OCc2nnc(SCc3nc4ccccc4[nH]3)n2Cc2ccco2)cc1	5%	-2%	0%	-19	-17%	-9%	-12%	-4%	u
CCOc1ccc(C2/C(=C(/O)c3ccc(OC)cc3)C(=O)C(=O)N2c2cc(C)on2)cc1OC (stereo not given)	2%	3%	-4%	7	-3%	-4%	2%	16%	-10%

Next part:
Structure	POLB inh	APE1 inh	Tb PGK inh	RXFP1 antagonist	Pol kappa inh	BLM inh	Pol eta inh	Pol iota inh	Apoferritin bind
Fc1ccc(C2CC(c3ccccc3)n3ncnc3N2)cc1 (stereo not given)	-1%	-6%	i	-6	-7%	0%	-14%	-2%	-9%
COc1ccc(CNC(=O)CCc2c(C)c3cc4c(C)coc4cc3oc2=O)cc1	1%	x	-2%	-8	10%	-10%	12%	u	-11%
CCn1cc(C(=O)NCc2ccco2)c(=O)c2cc(F)c(N3CCN(C(=O)c4ccco4)CC3)cc21	14µM*	u	5%	0	u	-22%	u	u	-16%
COc1ccc(NC(=O)Nc2ccccc2F)cc1	22%	8%	u	-18	-3%	-4%	-7%	5%	4%
Oc1ccc(CCNc2ncnc3ccc(Cl)cc23)cc1	1%	-5%	-6%	x	-2%	-2%	-12%	22%	-11%
Cc1cccc(NC(=S)NC(=O)c2oc3ccccc3c2C)n1	15%	57%[activator]	-8%	-21	2%	0%	-9%	1%	-8%
COc1ccc2c(c1)O[C@@H](c1cccc(C(F)(F)F)c1)[C@H](OC(=O)N[C@H]1CCCc3ccccc31)C2=O	5%	2%&14%	x	x	x	-5%&-8%	x	x	-20%
O=C(COC(=O)CCc1ccc(S(=O)(=O)N2CCOCC2)cc1)Nc1ccc(Cl)cn1	5%&-3%	-5%&-5%	-4%	1	-16%	-4%&-9%	-11%	19%	-1%&-10%
O=S(=O)(Nc1ccc(S(=O)(=O)Nc2nccs2)cc1)c1ccc2c(c1)OCCO2	5%	12%	-4%	7	-14%	-6%	-10%	5%	-11%
Brc1ccccc1C1CC(c2ccccc2)=Nc2ccccc2N1 (stereo not given)	40%	-4%	5%	-24	-19%	-17%	-17%	126%[activator]	u
O=C(CN1CCC(N2CCCCC2)CC1)N1CCCc2ccccc21	0%	1%	15%	9	4%	2%	4%	8%	2%
COc1cccc(C2=NN(C(=O)c3ccccc3)C(O)(C(F)(F)F)C2)c1 (stereo not given)	21%	5%	12%	-13	-4%	-7%	-14%	12%	-23%
Cc1ccc(C)c(N2CCN(C(=O)c3cc4sccc4n3C)CC2)c1	-2%	9%	-3%	-11	-11%	-11%	-19%	6%	-9%
CCc1noc(C)c1C(=O)Nc1nnc(C2CCCCC2)s1	27%	10%	x	x	x	-2%	x	x	-15%
CC(C)Cc1cc(CNC(=O)C2CCC(=O)N(Cc3cccc(C(F)(F)F)c3)C2)on1 (stereo not given)	30%	-3%	16%	0	-3%	-4%	-17%	5%	-14%

Shown with values under each structure: entries from further up.
Order of values: POLB inh | APE1 inh | Tb PGK inh | RXFP1 antagonist | Pol kappa inh | BLM inh | Pol eta inh | Pol iota inh | Apoferritin bind
- CCCCCCCNC(=O)C1(CC2CC(c3ccc(Cl)cc3)=NO2)CCN(C(=O)C2(C)CC2)CC1 (stereo not given)
  -7% | 20% | -1% | x | -4% | -8% | -13% | 23% | 4%
- CCC(C(=O)NCc1ccco1)n1nc(-c2ccc(OC)cc2)ccc1=O (stereo not given)
  45µM* | -10% | -9% | -17 | u | -22% | u | u | u
- CCOc1ccc(NC(=O)CSc2nc3ccccc3c(=O)n2Cc2cccs2)cc1
  14% | 1% | -1% | x | -2% | -4% | 1% | 22% | -6%

Not all compounds are listed. The share of hits here may be higher or lower than overall.
